# NOD1 inhibition: NOD1 signaling inhibitors, primary screen, cell-based, luminescence, uHTS (AID 1578) | actives 1% (n = 290,000) | NOD1-driven NF-kB luciferase reporter cells, luminescence; higher % means a stronger effect | one-dose inhibition, % at 4 µM; EC50 in µM for titrated hits; in the data active means inhibition mostly above about 36%, no sharp cut-off; inactive means mostly below about 34%;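 further: HEK-293T reporter cells stimulated with the NOD1 agonist gamma-tri-DAP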
# Myeloid diff 2: induction of myeloid progenitor differentiation, primary screen, cell-based, flow cytometry, MLPCN library; calls only at 10 µM; actives 1% (n = 360,000); ER-HoxA9 myeloid progenitors, lysozyme-GFP differentiation;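 active means normalized GFP-positive differentiation at or above the plate's own cutoff, the solvent-only control mean plus 3 SD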;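 further: cells exposed to compound for four days before flow analysis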
# NOD2 inhibition: NOD2 signaling inhibitors, cell-based, luminescence, uHTS, HEK293 (AID 1566); inhibition, % at 4 µM, or EC50 in µM where a hit was titrated; actives 0.63% (n = 290,000); HEK293 NOD2/NF-kB luciferase reporter, luminescence; higher % means a stronger effect; further: many of its hits are not listed in these tables
# Salmonella PhoP GFP: inhibitors of PhoP regulon expression, primary screen, Salmonella Typhimurium, GFP reporter (AID 1863). S. Typhimurium PhoP-regulated promoter GFP reporter, 4 h; higher % means a stronger effect. inhibition, % at 50 µM; hits with a dose series show IC50 in µM. actives 0.16% (n = 300,000);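 active means inhibition over 29.93%, a cutoff 3 SD above the screen mean, later confirmed by dose response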;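 further: 0% = low Mg2+ inducing control and 100% = high Mg2+ repressing control; strong numbers were not always called active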
# HIV fusion peptide: inhibitors of HIV fusion peptide binding, primary screen, biochemical, uHTS, fluorescence dequenching (AID 1986); actives 0.3% (n = 290,000); inhibition, % at 20 µM, or IC50 in µM where a hit was titrated; cell-free peptide binding, fluorescence dequenching, 30 min; higher % means a stronger effect; in the data active means inhibition mostly above about 52%, no sharp cut-off; inactive means mostly below about 76%; further: some results filed as inactive read as strong as hits
# KOR beta-arrestin-1: KOR agonists, beta-arrestin recruitment, primary screen, cell-based, luminescence, uHTS (AID 1777); Kappa-type opioid receptor (Homo sapiens); KOR beta-arrestin recruitment, luminescence; higher % means a stronger effect; one-dose activation, % at 10 µM; EC50 in µM for titrated hits; actives 0.02% (n = 280,000); in the data active means activation above about 50%, passing the limit was not always enough; further: a part of the inactive calls stands beside numbers as strong as those of hits
# LYP phosphatase: inhibitors of LYP phosphatase, biochemical, fluorescence intensity, uHTS (AID 1779); recombinant LYP phosphatase, fluorescence intensity; higher % means a stronger effect; inhibition, % at 11.5 µM; hits with a dose series show IC50 in µM; actives 0.054% (n = 290,000);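 further: plate controls were vehicle with enzyme for no effect and no enzyme for full effect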
# KOR beta-arrestin-2: KOR antagonists, beta-arrestin recruitment, cell-based, luminescence, uHTS (AID 1778). inhibition, % at 10 µM, or IC50 in µM where a hit was titrated. KOR beta-arrestin recruitment, luminescence, antagonist mode; higher % means a stronger effect. actives 0.091% (n = 290,000). Kappa-type opioid receptor (Homo sapiens); further: strong numbers were not always called active
# SIAH1 antagonists: Siah-1 peptide-binding antagonists, primary screen, biochemical, fluorescence polarization, rhodamine-plectin, uHTS (AID 1817). E3 ubiquitin-protein ligase SIAH1 (Homo sapiens). Siah-1 / rhodamine-plectin peptide fluorescence polarization; higher % means a stronger effect. displacement, % at 20 µM; hits with a dose series show IC50 in µM. actives 0.02% (n = 290,000);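 active means displacement of at least 50% at 20 µM, with a fluorescence ratio check between 0.3 and a set limit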;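 further: plate controls were Siah plus tracer with DMSO for no effect and tracer alone without Siah for full effect; strong numbers were not always called active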
# Myeloid diff 2 GFP+ MAC1+ %: further read-out of Myeloid diff 2, marked with its call; GFP+ MAC1+ double positive, %; measured here: differentiation confirmed by MAC1 staining
# The depositor's hits bear a star; i = inactive; / = no result given; + = active, no number; [ ] = dose if it differs, or a comment. Unless noted, no stated cut-off is given here; in the data, active means inhibition above about 50%; inactive means the rest. This is a subset (hit frequency here may not be typical).
SMILES,NOD1 inhibition,Myeloid diff 2,Myeloid diff 2 GFP+ MAC1+ %,NOD2 inhibition,Salmonella PhoP GFP,HIV fusion peptide,KOR beta-arrestin-1,LYP phosphatase,KOR beta-arrestin-2,SIAH1 antagonists
O=C(CCSc1ccccc1)Nc1ccc(S(=O)(=O)Nc2ncccn2)cc1,-15%,i,0.2,25%,-3%,-0.9%,-4.1%,-2%,-12%,7%
COc1ccccc1NC(=O)CSc1nnc(C)n1Cc1ccccc1,1%,i,1.5,14%,4%,-2.1%,-1.5%,-6%,10%,-3%
O=C(NCC1CCC(C(=O)O)CC1)OCc1ccccc1 (stereo not given),0%,i,0.7,-18%,2%,1.6%,2.4%,-1%,-10%,0%
Cc1ccc(C)c(NC(=S)N2CCC(NC(=O)c3cccc(F)c3)CC2)c1,-16%,i,2.4,-16%,-10%,0.4%,6.9%,1%,-24%,2%
Cc1cc(C)c(C#N)c(N2CCN(S(=O)(=O)Cc3ccccc3)CC2)n1,-7%,i,0.5,-1%,-3%,2.3%,5.4%,-7%,-35%,-2%
CC(Sc1nc(-c2ccccc2)cc(C(F)(F)F)n1)C(=O)Nc1sc2c(c1C#N)CCC2 (stereo not given),13%,i,2.5,7%,9%,7.8%,2.8%,0%,3%,2%
N#Cc1cccc(OCC(=O)NC(=O)NCc2ccccc2)c1,-30%,i,0.4,2%,-2%,0.9%,-1.7%,-4%,12%,-5%
Cc1ccc(/C=N/NC(=O)Cn2cnc3ccccc32)o1,-9%,i,0.6,6%,21%,-0.7%,/,1%,/,1%
COc1cccc2c(C)nc(Nc3nc(CSc4nnc(C)s4)cc(=O)[nH]3)nc12,-26%,+,1.3*,1%,3%,3.2%,-1.0%,-3%,9%,0%
Cc1ccc(C)c(-c2ccc(=O)n(Cc3ccc(F)cc3Cl)n2)c1,9%,i,0.7,36%,-4%,-1.4%,-5.7%,2%,-5%,5%

# A section from the list above, as a working copy:
SMILES,NOD1 inhibition,Myeloid diff 2,Myeloid diff 2 GFP+ MAC1+ %,NOD2 inhibition,Salmonella PhoP GFP,HIV fusion peptide,KOR beta-arrestin-1,LYP phosphatase,KOR beta-arrestin-2,SIAH1 antagonists
COc1cccc2c(C)nc(Nc3nc(CSc4nnc(C)s4)cc(=O)[nH]3)nc12,-26%,+,1.3*,1%,3%,3.2%,-1.0%,-3%,9%,0%
Cc1ccc(C)c(-c2ccc(=O)n(Cc3ccc(F)cc3Cl)n2)c1,9%,i,0.7,36%,-4%,-1.4%,-5.7%,2%,-5%,5%

# Other compounds:
SMILES,NOD1 inhibition,Myeloid diff 2,Myeloid diff 2 GFP+ MAC1+ %,NOD2 inhibition,Salmonella PhoP GFP,HIV fusion peptide,KOR beta-arrestin-1,LYP phosphatase,KOR beta-arrestin-2,SIAH1 antagonists
CNC(=S)NNC(=O)c1ccccc1F,-22%,i,0.0,-3%,4%,-0.2%,0.9%,-4%,-10%,8%
O=C(OCC(=O)N1CCc2ccccc2C1)c1ccc(N2CCOCC2)c([N+](=O)[O-])c1,-13%,i,0.5,4%,-1%,2.1%,-3.4%,-6%,-11%,3%
NC(=O)COC(=O)c1ccc(S(=O)(=O)NCc2ccco2)cc1,-6%,i,0.5,18%,-12%,0.9%,-2.3%,-7%,18%,8%
COc1ccc(/C=N/n2c(=O)[nH]c3c([nH]c4ccc(C)cc43)c2=O)cc1CN1CCOCC1,14%,i,4.6,1%,4%,-1.2%,-0.4%,-3%,2%,-3%
O=C(NC1=NCCS1)c1ccc(Br)s1,-72%,i,7.1,-64%,-4%,0.2%,1.7%,-4%,-14%,-1%
CCOc1ccc(C(=O)CCC(=O)N(CC)CC(=O)NCc2ccc(Cl)cc2)cc1,-20%,i,0.6,9%,-4%,0.6%,4.5%,-8%,7%,-2%
CN(C1CCCC1)C1CCN(C(=O)CNC(=O)/C=C/c2cccc(C(F)(F)F)c2)CC1,-6%,i,0.5,8%,-11%,1.5%,-3.0%,-9%,8%,-3%
CCN(CC)S(=O)(=O)c1cc(NC(=O)C(C)N2CCN(c3ccccn3)CC2)ccc1C (stereo not given),22%,i,0.1,8%,-1%,-2.4%,2.8%,-4%,-14%,-3%
CCCN(CC1CCCO1)C(=O)CCc1nnc(CCc2ccc(OC)cc2)o1 (stereo not given),-22%,i,4.8,7%,-10%,1.9%,5.3%,-8%,-29%,-2%
COc1cccc(CN2CCNC(=O)C2CC(=O)NCCN2CCOCC2)c1OC (stereo not given),-42%,i,0.7,-15%,7%,4.3%,-1.2%,-3%,20%,4%
CCCCn1c(Nc2ccc(OC)cc2)nc2ccccc21,-36%,i,0.6,-2%,3%,-1.1%,1.6%,-8%,-7%,1%
COc1ccc(N2CCN(C(=O)C3CCC(Cn4c(=S)[nH]c5ccccc5c4=O)CC3)CC2)cc1 (stereo not given),/,i,8.8,37%,-9%,-1.0%,3.9%,8%,1%,-6%
COCCN(C(=S)Nc1ccc(C)cc1)C(C)c1ccco1 (stereo not given),-2%,i,0.7,5%,-4%,0.6%,-0.7%,-7%,26%,3%
O=C(CSc1nc2ccccc2nc1SCC(=O)N1CCOCC1)N1CCOCC1,/,i,0.9,-1%,4%,0.8%,1.5%,4%,10%,3%
CCc1nc2nc(C)c(NS(=O)(=O)c3ccc(C4CCCCC4)cc3)c(=O)n2[nH]1,36%,i,0.7,-28%,-4%,18%,4.2%,-2%,-42%,-2%
COc1cc(C(=O)Nc2ccc(Cl)c([N+](=O)[O-])c2)cc(OC)c1OC,8%,i,0.1,9%,-2%,-3.2%,-8.7%,-32%,-1%,20%
CNc1ccccc1C(=O)OCC(C)=O,-42%,i,2.1,6%,-9%,-0.2%,-1.1%,-3%,-6%,2%
CCOC(=O)C1CCC2(CC1)C(C#N)=C(N)Oc1n[nH]c(C)c12 (stereo not given),-17%,i,0.2,21%,2%,-0.2%,-2.0%,-1%,-21%,6%
COc1ccc(Cn2nnnc2C(c2cc3cc(C)ccc3[nH]c2=O)N2CCN(C)CC2)cc1 (stereo not given),-42%,i,0.2,-7%,7%,-0.4%,/,-4%,-13%[20 µM],8%
Cc1c(C(=O)O)oc2ccc(S(=O)(=O)NC3CCCCCCC3)cc12,-31%,i,0.3,-2%,-2%,11%,0.6%,1%,35%,6%
Cc1cc(C(=O)NC2CCCc3ccccc32)c(C)o1 (stereo not given),17%,i,0.9,12%,1%,-0.8%,-1.4%,-8%,-6%,1%
Cc1c(C(=O)O)[nH]c2ccc([N+](=O)[O-])cc12,1%,i,0.1,-22%,-12%,-1.8%,0.7%,-4%,4%,-5%
Cc1ccc(-c2ccc(=O)[nH]n2)cc1,-11%,i,0.9,0%,-7%,2.2%,-6.0%,0%,-2%,8%
COc1ccc(CNC(=O)Cn2nc([N+](=O)[O-])c(Br)c2C)cc1,-4%,i,0.6,4%,-1%,1.0%,-3.4%,-9%,-5%,-1%
Cc1cccc(C)c1NC(=O)CNCC(=O)Nc1c(C)cccc1C,-5%,i,0.6,-6%,1%,1.5%,-4.8%,-9%,-4%,3%
O=Cc1cccn1Cc1ccc(Cl)cc1Cl,-11%,i,0.6,4%,7%,1.2%,-3.6%,-8%,12%,1%
CCc1nc(NCCN2CCOCC2)c2oc3ccccc3c2n1,4%,i,0.6,11%,-2%,-0.7%,-4.8%,-9%,-1%,2%
Cc1nn(Cc2ccc(Cl)cc2Cl)c(C)c1NC(=O)c1sc2ccccc2c1Cl,-82%,i,0.8,-2%,5%,-0.2%,-0.1%,0%,-21%,8%
O=C(CCCn1c(=S)[nH]c2ccsc2c1=O)Nc1ccc2c(c1)OCCO2,-15%,i,0.7,38%,2%,-1.1%,-3.5%,-1%,-50%,-5%
COc1cc(C(C)=O)ccc1OC(=O)CN1C(=O)c2ccccc2C1=O,-6%,i,0.6,-19%,-1%,-0.4%,-2.2%,-7%,-11%,-9%
CCOC(=O)c1[nH]nc(C(=O)c2ccc(Br)cc2)c1O,-22%,i,0.6,-4%,8%,1.3%,-1.1%,-10%,12%,7%
O=C(O)c1cccc(Cn2c(Cl)c(/C=N/NC(=O)c3ccc(O)cc3)sc2=O)c1,-8%,i,0.3,1%,1%,5.0%,3.2%,0%,0%,3%
CN(C)S(=O)(=O)c1ccc(Oc2ccccc2)cc1,-5%,i,0.0,9%,-9%,0.5%,-3.9%,10%,17%,1%
C=CCN(C(=O)Cn1nc(C)n2c(cc3cc(C)ccc32)c1=O)c1ccccc1,-14%,i,0.9,3%,-3%,-1.0%,4.0%,-7%,7%,1%
COc1ccc(-c2noc(CN(C)C3CCOCC3)n2)cc1,-12%,i,0.2,1%,/,2.6%,-1.0%,-7%,-28%[20 µM],2%
O=C(Oc1ccc(Br)cc1C(=S)N1CCCCC1)c1cc([N+](=O)[O-])cc([N+](=O)[O-])c1,-3%,i,0.8,2%,12%,-1.1%,6.2%,1%,-13%,2%
N#C/C(=C\c1c(Oc2ccccc2Cl)nc2ccccn2c1=O)C(=O)NC1CCS(=O)(=O)C1 (stereo not given),-58%,i,0.5,-4%,-7%,1.6%,0.2%,-9%,-36%,-4%
Cc1nn(-c2ccccc2)c(C)c1/C=C/C(=O)OC(C)C(N)=O (stereo not given),-33%,i,0.9,7%,-8%,1.5%,-3.6%,-4%,3%,-3%
Cc1ccc(-n2c(CCc3nc4ccccc4[nH]3)n[nH]c2=S)cc1,-25%,i,1.2,1%,-4%,-1.4%,/,0%,20%[20 µM],3%
O=C(c1ccccc1)c1c(O)cc(-c2ccccc2)oc1=O,-7%,i,1.3,18%,-20%,2.0%,-1.5%,1%,-23%,23%
CCCCSc1nnc(-c2ccc(NC(=O)CC)cc2)n1C,3%,i,0.8,10%,-2%,-1.1%,-9.4%,-3%,-4%,5%
CN(C)S(=O)(=O)c1ccc(Cl)c(NC(=O)COC(=O)CN2C(=O)C3CCCCC3C2=O)c1 (stereo not given),-46%,i,1.7,-2%,12%,0.6%,-6.5%,0%,13%,5%
Cc1ccc(Cn2nc(C)c(/C=N/NC(=O)c3cccnc3)c2C)cc1,-15%,i,0.1,12%,3%,-0.2%,-1.7%,3%,-18%,-2%
Cc1cc(C)n(CCC(=O)N/N=C/c2c(O)ccc3ccccc23)n1,2%,i,0.3,46%,-7%,-3.9%,4.6%,-4%,-22%,-5%
O=C1NN(c2ccccc2)C(=O)/C1=C/c1ccc(-c2ccc(C(=O)O)cc2)o1,-32%,i,0.1,-4%,-3%,50%,-3.4%,-3%,-1%,8%
Cc1ccc(CNC(=O)CC(C)S(=O)(=O)c2ccc3c(c2)NC(=O)C(C)S3)cc1 (stereo not given),8%,i,1.8,36%,3%,-0.2%,-0.7%,-11%,-11%,-2%
CN1CCN(NC(=O)c2ccc(S(=O)(=O)N3CCCCCC3)cc2)CC1,-27%,i,1.0,4%,-4%,0.5%,0.3%,-2%,-10%,-1%
CC(C)(C)N1NC(=O)Nc2ccccc2C1=O,-10%,i,0.6,8%,5%,0.4%,-5.0%,-7%,-6%,4%

# Compound activity deposited in PubChem BioAssay by several laboratories.
